Pf apPOL block: Pf-apPOL inhibitors, biochemical, fluorescence; inhibition, % at 10 µM; Recombinant Pf-apPOL, molecular beacon fluorescence, 1.5 h; 210,000 compounds, 0.25% hits; Plasmodium falciparum apicoplast DNA polymerase (apPOL)
mHTT-CaM PPI inh: mutant huntingtin-calmodulin interaction inhibitors – biochemical, AlphaScreen, primary screen | inhibition, % at 15 µM | 190,000 compounds, 3.6% hits | AlphaScreen His-mHTT/GST-CaM binding, luminescence | P42858 | AID 1671202, 2021;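 further: 0% = both proteins with DMSO and 100% = one protein alone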
Numbers without * were called inactive; · = not tested or not shown; & = joins results of further samples. No stated cut-off is given here; in the data, active means inhibition above about 50%; inactive means the rest.

molecule | mHTT-CaM PPI inh | Pf apPOL block
COc1cccc(-c2nc(C3CC(=O)N(c4ccccc4)C3)no2)c1 (stereo not given) | -8.2 | 0.8
CCc1cccc(NS(=O)(=O)c2ccc3nc(-c4ccccc4)[nH]c3c2)c1 | -5.0 | -3.7
CN(c1ccc(C(=O)Nc2ccc(F)cc2F)cc1)S(=O)(=O)c1ccccc1 | -8.1 | 5.1
O=C1c2cccnc2C(=O)N1CCc1ccc(Cl)cc1 | 1.0 | -63.1
CSc1ccc(N2CC(c3nnc(NC(=O)CCC4CCCC4)o3)CC2=O)cc1 (stereo not given) | 4.4 | 2.3
O=C(CC1OC(=O)c2ccccc21)c1cc(O)ccc1O (stereo not given) | -1.5&-0.6 | 4.9&12.9
O=C(Nc1nc2ccc(Br)cc2s1)c1ccccc1Cl | 1.0 | -65.1
CC1(C)CC(=O)C2=C(C1)OC(N)=C(C#N)C2c1ccccc1C(F)(F)F (stereo not given) | -1.0 | 2.3
O=C(Nc1ccc(S(=O)(=O)N2CCc3ccccc32)cc1)c1ccccc1Br | 5.0 | 0.6
O=C(Cc1ccc([N+](=O)[O-])cc1)c1ccc(O)cc1O | 3.5 | -12.7
COc1ccccc1/C=C(\C#N)C(=O)Nc1ccccc1F | 10.0 | -1.2
CN1C(=O)C2(CCN(S(=O)(=O)Cc3ccccc3)C2)c2ccccc21 (stereo not given) | 5.1 | -3.9
CC(=O)Nc1ccc(-c2noc(C3CCN(C(=O)Cc4c[nH]c5ccccc45)CC3)n2)cc1 | 24.7 | -3.8
Cc1ccc(C(O)(c2ccccc2)c2ccccc2)c2ccccc12 | · | -11.0
COCCCNC(=O)N1CCCC1c1ccc(F)cc1 (stereo not given) | -0.9 | -2.7
O=C1OC(c2cc([N+](=O)[O-])ccc2Cl)=N/C1=C\c1cc(Br)cs1 | 1.0 | -7.7
CC(C)(C)c1cc(C(=O)N2CCCCC2)nc2ccnn12 | -19.4 | 1.0
Cc1cc(C)cc(NC(=O)C2CCCN(C(=O)c3ccc(Cl)cc3)C2)c1 (stereo not given) | 27.5 | 1.4
COCCC1CCN(C(=O)c2cccc(Cl)c2)CC1 | -2.5 | -4.7
CCCCCCNC(=O)C1CSCCS(=O)(=O)N1Cc1ccccc1 (stereo not given) | -5.1 | -1.2
CC(C)(CO)NC(=O)N1c2ccccc2Sc2ccccc21 | 2.5 | -2.2
O=C(Nc1cc(S(=O)(=O)C(F)(F)F)ccc1Cl)c1cccnc1 | -7.0 | -1.1
Cc1oc(C2CCN(C(=O)c3ccc(Cl)cc3)CC2)nc1C(=O)N1CCCC1 | 11.4 | -5.0
O=C(Nc1nnc(-c2cc(Cl)sc2Cl)o1)C1COc2ccccc2O1 (stereo not given) | 81.2* | -185.5
CS(=O)(=O)c1ccc2nc(NCCc3cccs3)sc2c1 | -7.5 | -23.2
Cc1cc(NC(=O)c2cccnc2Cl)ccc1NC(=O)c1cc2ccccc2o1 | 29.0 | -5.8
COc1ccc(C)cc1N(CC(=O)Nc1cccc(Br)c1)S(C)(=O)=O | 40.6 | -4.0
CCCn1cnnc1C1CCCCN1C(=O)CCc1c(C)noc1C (stereo not given) | 3.7 | -2.5
OC(COCc1ccc(Cl)cc1)CN1CCN(c2ccccc2)CC1 (stereo not given) | 6.9 | -7.0
CCOC(=O)c1c(C(C)(C)C)oc2ccc(OCC(=O)OC)cc12 | -37.3 | 0.6
CC(=O)NCc1csc(C2CCN(C(=O)c3ccc(F)cc3)CC2)n1 | -7.5 | -3.3
CC1CCN(S(=O)(=O)c2ccc(C(=O)NCCOc3ccccc3)cc2)CC1 | 3.1 | -0.8
COc1ccc(N2CCN(CC(O)COC34CC5CC(CC(C5)C3)C4)CC2)cc1 (stereo not given) | 27.7 | -10.2
Cn1c2ccccc2n2c(C(=O)NN)c(-c3ccccc3)nc12 | 4.0 | 1.7
CCc1ccc(CNC(=O)c2cn3c(n2)COCC3)cc1 | 1.4 | -13.5
Cc1cc2nc3c(c(C(F)(F)F)n2n1)CCCC3 | -5.0 | 0.4
COc1ccccc1C(=O)Nc1ccc([N+](=O)[O-])cc1Cl | 7.3 | 0.2
C=CCNc1nc(N)c(C(N)=NC#N)s1 | -2.9 | ·
Cc1ccc(NC2SC(=O)N(c3cccc(C)c3)C2=O)cc1 (stereo not given) | -2.0 | 6.2
COc1ccc(C(=O)CSc2nc(C)cc(C)c2C#N)cc1OC | -3.0 | 1.1

Pulled one by one from the entries so far, 5 records:
molecule | mHTT-CaM PPI inh | Pf apPOL block
O=C(Nc1nnc(-c2cc(Cl)sc2Cl)o1)C1COc2ccccc2O1 (stereo not given) | 81.2* | -185.5
CC1CCN(S(=O)(=O)c2ccc(C(=O)NCCOc3ccccc3)cc2)CC1 | 3.1 | -0.8
COc1ccc(C)cc1N(CC(=O)Nc1cccc(Br)c1)S(C)(=O)=O | 40.6 | -4.0
Cn1c2ccccc2n2c(C(=O)NN)c(-c3ccccc3)nc12 | 4.0 | 1.7
COc1ccccc1C(=O)Nc1ccc([N+](=O)[O-])cc1Cl | 7.3 | 0.2

Exported with values under each structure: part of the list above.
Fields: mHTT-CaM PPI inh	Pf apPOL block
> CC1CCN(S(=O)(=O)c2ccc(C(=O)NCCOc3ccccc3)cc2)CC1
 : 3.1	-0.8
> OC(COCc1ccc(Cl)cc1)CN1CCN(c2ccccc2)CC1 (stereo not given)
 : 6.9	-7.0
> Cn1c2ccccc2n2c(C(=O)NN)c(-c3ccccc3)nc12
 : 4.0	1.7
> CCc1ccc(CNC(=O)c2cn3c(n2)COCC3)cc1
 : 1.4	-13.5
> Cc1cc(NC(=O)c2cccnc2Cl)ccc1NC(=O)c1cc2ccccc2o1
 : 29.0	-5.8

Additional compounds follow:
molecule | mHTT-CaM PPI inh | Pf apPOL block
CC(C)C(=O)N1CCCN(c2ccc(NC(=O)C3CC3)cn2)CC1 | 3.5 | -4.2
Cc1ccc(C(=O)N2CCC(n3c(-c4ccco4)nc4cccnc43)C2)cc1C (stereo not given) | 72.0* | -4.5
Cc1ccc(N2CCN(Cc3nc(C(=O)NC4CC4)co3)CC2)cc1 | 91.8* | -0.2
C=C1CCN(C(CC(C)C)C(=O)OC)S(=O)(=O)c2ccccc21 (stereo not given) | -18.2 | -0.8
Cc1noc(C)c1S(=O)(=O)NC1(c2nc(-c3cnccn3)no2)CCCCC1 | 1.4 | -0.8
Cc1cccc(C)c1N(C)C(=O)C1C2CC3OC(=O)C1C3C2 (stereo not given) | 0.1 | -3.0
O=C(c1noc2c1CCCC2)N1CCN(Cc2ccccc2)CC1 | -2.8 | -3.5
COC(=O)[C@H]1N[C@@H]([C@@H](NC(=O)COc2ccccc2)C(=O)NCc2ccccc2)SC1(C)C | 4.9 | -5.5
CN1C2OC3OC4C(OC3OC2N(C)S1(=O)=O)N(C)S(=O)(=O)N4C (stereo not given) | 0.0 | -1.7
O=C(Nc1nnc(-c2ccco2)o1)c1cnccn1 | -9.4 | -7.1
CCCC(=O)Nc1c(-c2ccccc2OC)nc2cc(C)ccn12 | -2.7 | 2.8
Cc1ccc2c3c(c(N)c(=O)[nH]c13)-c1ccccc1C2=O | 1.0 | -7.9
CCCN1CCC(=O)N([C@H](CSc2ccccc2)Cc2ccccc2)CC1 | 31.8 | 1.2
CN1CCN(c2ncncc2N2CCC(C(=O)N3CCCCC3)CC2)CC1 | 4.1 | -0.3
COc1ccc(OCC(O)CNC(=O)c2ccc(N(C)C)cc2)cc1 (stereo not given) | · | -4.4&-4.6
Cc1cc(C(=O)NCC(c2cn(C)c3ccccc23)N(C)C)no1 (stereo not given) | 0.7 | -6.8
O=S(=O)(Nc1ccccc1SCc1cccc(Cl)c1F)c1cccc2nonc12 | · | -10.2
CC(=O)NC1(C(F)(F)F)NC(=O)N(Cc2ccccc2)C1=O (stereo not given) | 2.0 | -0.8
CCOc1ccccc1CNC(=O)CCC(=O)N1CCCn2nc(-c3cccn3C)cc21 | 39.6 | -1.1
Cc1ccc(S(=O)(=O)N=S(C)CC2CC2(Cl)Cl)cc1 (stereo not given) | -1.0 | 3.7
N#CC1=C(N)NC(S)=C(C#N)C12CCCCC2 (tested in a mixture with another compound) | 20.1 | ·
Cc1nnc(SCC(=O)n2c(C)c(C)c3ccccc32)s1 | -0.4 | -9.9
COc1nccnc1NC1CCN(C(=O)C2(c3ccccc3)CC2)CC1 | 2.0 | -4.6
O=C(Nc1ccc2nnc(C3CCC3)n2c1)NC1CCCC1 | 0.4 | -2.2
CCOCCCNC(=O)c1csc2c1CCCC2 | -10.0 | -1.1
Cc1nc(N2CCOCC2)nc(N(C)C)c1[N+](=O)[O-] | -1.0 | -1.6
Cc1c(C)c(C)c(C(C)O)c(C)c1C (stereo not given) | · | -2.0
O=C(O)c1c2ccccc2nc2ccccc12 | -3.3 | 6.2&-3.6
O=C1C2C3C=CC(CC3)C2C(=O)N1c1ccc(Cl)cc1Cl (stereo not given) | -7.0 | -2.4
O=C1OC(c2ccccc2I)=N/C1=C\c1ccc([N+](=O)[O-])o1 | 2.0 | -5.5
Cc1ccc(-c2nnc(-c3ccc(Cl)cc3)o2)cc1 | -10.1 | -2.8
COc1cc(N2CN=c3s/c(=C\c4cccnc4)c(=O)n3C2)cc(OC)c1OC | 4.0 | 4.9
COCCCNS(=O)(=O)c1ccc2nc(-c3ccccc3)[nH]c2c1 | 2.0 | -7.5
COc1ccccc1CNC(=O)CSc1ccc(-c2cccnc2)nn1 | -15.2 | -2.6
O=C(Nc1cc2c(cc1C(=O)c1ccccc1)OCCO2)c1ccc([N+](=O)[O-])cc1 | 8.3 | -1.9
O=C(NCCN1CCCC1)c1ccc2c(c1)NC(=O)C1CCCCN21 (stereo not given) | 1.9 | -1.0
Cc1oc(CC(C)C)c(CN2CCCC2)c1C(=O)O | -2.6 | 7.2
CCOc1cccc(-c2nnc(NC(=O)C(F)(F)F)s2)c1 | -2.0 | 2.5
CCOc1ccc(S(=O)(=O)N2CCCC2C(=O)NCc2csc(C)n2)cc1 (stereo not given) | 1.6 | 5.8
Cc1cc(-n2ncc(C#N)c2N)nc2ccccc12 | 0.0 | -9.5
O=S1(=O)c2ccc(N3CCN(Cc4ccccc4F)CC3)cc2Oc2ccccc2CN1Cc1cn(Cc2ccc(Cl)cc2)nn1 | -1.6 | -3.9
Cc1nnsc1C(=O)Nc1nnc(Cc2ccc3c(c2)OCO3)o1 | 20.2 | -94.6
CN1CCN(CCC(=O)Nc2ccc(Br)cc2)CC1 | -0.5 | -5.4
O=C(O)CCC(=O)c1ccccc1 | -6.7 | -8.0
Fc1ccc(-c2nnc(-c3ccc(-n4ccnc4)nc3)o2)c(F)c1 | 8.9 | 30.4
Cc1cc(=O)oc2cc(O)c(CCC(=O)O)cc12 | 1.4 | -16.0
CN(CCCNC(=O)c1ccc2c(c1)N(C)C(=O)C1CCCCN21)Cc1ccccc1 (stereo not given) | 10.1 | -2.0
COc1ccc(NS(=O)(=O)c2cc3c(s2)CCN(C(=O)C2CCC2)C3)cc1Cl | 3.8 | 0.0
Cn1cc(SCC(=O)Nc2cc(C(F)(F)F)ccc2Cl)c2ccccc21 | 1.0 | -1.1
O=[N+]([O-])c1ccc(N2CCCC2)cc1Sc1cccc2cccnc12 | 101.0* | -1.9
O=C(NCCSc1c[nH]c2ccccc12)c1ccccc1I | 3.0 | -10.5
O=C(CC1CCN(S(=O)(=O)c2ccc(Cl)s2)CC1)NCCCN1CCCCC1 | 1.2 | -1.8
CN(Cc1ccccc1)Cc1cccnc1 | -2.2 | 0.8
CCC1CCC(N2CCN(CC)CC2)CC1 (stereo not given) | -7.3 | 3.1
CCCn1cc(SCC(=O)Nc2ccc(F)cc2)c2ccccc21 | -4.0 | -3.6
COc1cc(Br)cc(/C=C2\C(=O)NC(=O)N(c3ccc(C)cc3)C2=O)c1O | 23.0 | -2.8
CC1(C)CC(=O)c2c(nn(-c3ccccc3)c2-c2ccccn2)C1 | -6.0 | -12.9
Cc1ccc2nc(-c3ccc(NC(=O)c4cccnc4Cl)cc3)sc2c1 | 13.0 | -1.9
CCC(=O)Nc1nc(-c2cccs2)nc2c1c(=O)oc1ccccc12 | -1.0 | -6.7
CCc1cc(C(=O)NCc2ccccc2Cl)nc2ccnn12 | -40.3 | 1.9

More entries:
molecule | mHTT-CaM PPI inh | Pf apPOL block
Cc1cc([N+](=O)[O-])nn1CCCC(=O)Nc1ccc(F)cc1F | 3.0 | -1.2
CCCCN1CCN(C(=O)c2cn3cc(C)ccc3n2)CC1 | 0.1 | -7.3
CC(=O)N1CCc2[nH]c3ccc(C(=O)NCc4ccc(F)cc4)cc3c2C1 | 72.0* | 3.8
Brc1ccc2cc[nH]c2c1 | -10.8 | ·
O=C(Nc1ccccc1N1CCOCC1)c1ccnc(N2CCC(O)(c3ccc(Cl)cc3)CC2)c1 | · | 0.3
Cc1cccc(OCCCCN2CCCCC2)c1 | -3.5 | 3.9
Cc1ccc(-n2nc3c(c2NC(=O)/C=C/c2ccc4c(c2)OCO4)CSC3)cc1 | 36.0 | -5.3
O=C(NCCCO)C(=O)Nc1ccc(Cl)c(C(F)(F)F)c1 | -6.0 | -11.3
O=[N+]([O-])c1ccccc1S(=O)(=O)N1CCN(C2CCN(Cc3ccccc3)CC2)CC1 | -0.8 | -3.8
NNC(=O)C(NC(=O)c1ccc([N+](=O)[O-])cc1)C12CC3CC(CC(C3)C1)C2 (stereo not given) | 3.9 | -2.7
O=C(Cc1ccsc1)N1CCCC1c1nc(-c2ccccc2)n[nH]1 (stereo not given) | -11.3 | 1.3
Cc1ccccc1C(=O)NC(N1CC(C)OC(C)C1)C(Cl)(Cl)Cl (stereo not given) | -4.0 | -2.6
CCc1ccc(CCC(=O)Nc2ccc(S(=O)(=O)Nc3nccs3)cc2)o1 | 12.5 | -5.1
O=[N+]([O-])c1ccc(C2=CSC3=NCCN23)cc1 | 20.8 | -1.3
CCCc1[nH]nc2c1C1(CCN(C)CC1C)C(C#N)=C(N)O2 (stereo not given) | 0.0 | -5.0
O=C(CCCc1ccccc1)NCC1CN(c2ccc3c(c2)OCO3)C(=O)O1 (stereo not given) | -1.8 | 0.5
